TNFa cytotox: toxic to HUVEC cells under TNF alpha stimulation; cell count reduction, % at 2 µM; AID 848; HUVEC TNFalpha-stimulated, Hoechst cell count, imaging; hit rate 0.17% among 93,000;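 active = cell count reduction exceeding the screen mean by over 5 SD, scaled to untreated wells per plate, cut at about 78% in these data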;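 also: cells counted after 24 h of TNF alpha exposure following the 1 h pretreatment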
VCAM1 TNFa inh: reduces TNF alpha induced VCAM1 expression in HUVEC | hit rate 0.48% among 95,000 | inhibition, % at 2 µM | HUVEC TNFa-induced VCAM-1 immunofluorescence, high-content imaging;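 active = inhibition above the batch mean plus 3 SD, with images confirmed as a hit by eye, cut at about 37% in these data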;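 also: 0% = TNF-stimulated DMSO wells and 100% = unstimulated control wells; not every result past the cut was called active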
F-actin modifier: alters cytoskeleton assembly in HUVEC cells. HUVEC TNFa F-actin phalloidin imaging, high content. inhibition, % at 2 µM. hit rate 0.18% among 91,000;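 active = inhibition above the batch mean plus 3 SD and confirmed as a hit by visual image inspection, cut at about 30% in these data, passing the limit was not always enough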; also: strong numbers were not always called active
HUVEC tox IL1B: toxic to HUVEC cells under IL-1B stimulation | HUVEC cell count loss, Hoechst imaging, IL-1B stimulated | cell count reduction, % at 2 µM | hit rate 0.41% among 94,000;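 active = cell count reduction more than 3 SD above the screen-wide mean, cut at about 70% in these data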;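 also: normalized per plate to untreated control cells as the no-loss baseline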
FAK inh: blocks human focal adhesion kinase activity | Q05397 | biochemical FAK kinase activity assay | inhibition, %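 (tested at 7 µM)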 | hit rate 0.84% among 97,000 | AID 727; in the data active = inhibition above about 19%;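 also: 0% = DMSO and 100% = reference compound high control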
PTK2B oligo ant: blocks oligomerization of human Pyk2 in cells; Q293 cells, Pyk2 FERM NanoBiT luminescence; hits give low values; hit rate 0.83% among 99,000; z-score (the deposit names both 25 µM and 10 µM); Q14289;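 active = Z-score of -3 or lower, scaled per plate to the spread of control and sample wells; inactive = z-score above -3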;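 also: negative z-score means lost luminescence so less FERM oligomerization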
PTPN22 act: increases human PTPN22 phosphatase activity. activation, % at 2 µM. hit rate 0.11% among 96,000. Q9Y2R2. recombinant LYP, DiFMUP fluorescence; 0 = plate median, 100 = signal doubled;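 active = activation at 2 µM above a set limit, the mean plus 5 SD, cut at about 37% in these data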
ERa coact inh: ER-alpha (human) coactivator binding inhibition | AID 629 | hit rate 1.7% among 86,000 | inhibition, % at 25.6 µM | TR-FRET ER-alpha LBD / SRC-1 peptide, estradiol-bound; in the data active = inhibition above about 50%;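 also: 0% = receptor plus peptide control and 100% = peptide only without receptor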
Target sequence (P03372 whole entry, looked up, the tested form may be a part): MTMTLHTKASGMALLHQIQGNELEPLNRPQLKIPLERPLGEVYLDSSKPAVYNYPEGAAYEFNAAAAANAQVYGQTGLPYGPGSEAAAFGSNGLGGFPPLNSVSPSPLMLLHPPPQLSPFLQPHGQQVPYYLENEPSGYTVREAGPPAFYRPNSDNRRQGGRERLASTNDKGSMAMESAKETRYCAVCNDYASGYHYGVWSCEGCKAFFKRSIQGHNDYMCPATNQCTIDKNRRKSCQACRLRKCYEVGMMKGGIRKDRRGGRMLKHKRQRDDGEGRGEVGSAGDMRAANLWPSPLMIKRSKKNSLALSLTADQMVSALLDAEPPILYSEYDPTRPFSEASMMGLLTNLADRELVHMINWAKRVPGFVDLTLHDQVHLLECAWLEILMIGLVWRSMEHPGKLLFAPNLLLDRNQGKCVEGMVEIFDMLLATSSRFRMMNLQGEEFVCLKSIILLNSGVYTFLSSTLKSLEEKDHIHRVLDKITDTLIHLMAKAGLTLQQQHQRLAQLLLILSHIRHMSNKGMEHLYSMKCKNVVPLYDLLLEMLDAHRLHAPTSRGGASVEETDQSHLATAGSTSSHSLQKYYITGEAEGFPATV
LYP inh 2: blocks human PTPN22 phosphatase activity. hit rate 0.21% among 96,000. Q9Y2R2. inhibition, % at 2 µM. recombinant LYP catalytic domain, DiFMUP fluorescence;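 active = inhibition at 2 µM at or above a set limit, the screen mean plus 3 SD, cut at about 24% in these data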;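 also: 0% = DMSO with enzyme and 100% = enzyme fully blocked by orthovanadate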
* hit, by the source's call; nt = no result given; [ ] = dose if it differs, or a comment.

SMILES	TNFa cytotox	VCAM1 TNFa inh	F-actin modifier	HUVEC tox IL1B	FAK inh	PTK2B oligo ant	PTPN22 act	ERa coact inh	LYP inh 2
COc1ccc(NS(=O)(=O)c2ccc3c(c2)oc(=O)n3C)c(OC)c1	6	-1	-16	0	3	nt	-2	-2	1
O=C(c1cccs1)N1CCC(c2nc(-c3ccc(S(=O)(=O)N4CCOCC4)cc3)no2)CC1	-26	-31	0	-22	-2	0.82	-2	-8	-1
CCOc1ccc(-c2nn(-c3ccccc3)cc2/C=C2\SC(N)=NC2=O)cc1C	-13	-13	16	5	-3	0.8	3	nt	-1
CC(=O)Nc1nc(COc2ccccc2)cs1	-13	3	9	-6	0	1	2	-10	-3
C[C@H](NC(=O)Nc1ccc2c(c1)OCCO2)C(=O)O	1	0	-31	-11	-7	1.3	-5	-3	5
O=[N+]([O-])/C=C/c1c(OCc2ccccc2)ccc2ccccc12	-1	56*	nt	-22	0	1.5	-7	3	8
O=C(O)CCC(=O)Nc1ccc(F)cc1	11	5	nt	-6	-1	-0.03	2	-1	0
COc1ccc(C2NC(=O)c3sc4nc(C)c(C(C)=O)c(-c5ccc(Cl)cc5)c4c3N2)cc1 (configuration not stated)	5	-9	-8	8	-20	0.6	-3	nt	6
CCC(C)NC(=O)C1CCN(S(=O)(=O)c2cccc3cccnc23)CC1 (configuration not stated)	3	14	-2	4	4	nt	4	3	-4
CCC1CCCCN1C(=O)CSc1nnc(-c2ccc(Cl)s2)o1 (configuration not stated)	-2	1	-4	87*	4	-0.55	3	-1	-4
Cc1ccc(-n2c(=O)[nH]cc(C(=O)N3CCc4ccccc43)c2=O)cc1C	-21	2	0	-7	-8	nt	-10	6[fluorescence artefact?]	9
O=[N+]([O-])c1ccc(-c2cnc(SCc3ccccc3Cl)[nH]2)cc1	-4	16	-4	-6	-4	-1.8	-2	nt	7
Cc1nnc(SCCC(C)C)[nH]c1=O	-9	5	-60	-17	-1	-0.26	3	-9	-2
CCC(C)(C)NC(=O)C(OC(=O)c1ccco1)c1ccccc1OC (configuration not stated)	-6	-8	-22	8	1	0.77	-18	6	20
COc1ccc(O)c(C=Nc2cc(C)on2)c1	-58	5	74*	-18	-2	1.5	-4	-3	2
CCOc1ccccc1N=c1oc2cc(O)ccc2cc1C(=O)NCC1CCCO1 (configuration not stated)	3	5	0	3	1	0.21	3	18	-2
CCCC(=O)Nc1ccc(Br)cn1	-16	-2	4	-5	1	0.44	7	9	-8
Cc1ccc(C(=O)C2=C(O)C(=O)N(c3ncccn3)C2c2ccc(Cl)cc2)o1 (configuration not stated)	-8	10	13	18	-1	-0.29	2	-18[fluorescence artefact?]	-1
c1cncc(C(c2nnnn2C2CCCC2)N2CCN(Cc3ccc4c(c3)OCO4)CC2)c1 (configuration not stated)	5	-14	-12	25	7	-0.05	2	-2[fluorescence artefact?]	-4
COc1ccc(NC(=O)N(C2CCCCC2)C(C)c2ccco2)c(OC)c1 (configuration not stated)	-5	-1	-33	35	3	-0.26	-9	-4	9
NC(=O)c1ccccc1OCC(=O)NS(=O)(=O)c1ccc(Cl)cc1	-10	-14	-2	8	0	0.6	-2	12[fluorescence artefact?]	1
COCCCNC(=O)c1ccccc1NS(C)(=O)=O	-12	-10	11	-132	0	0.64	14	30	-15
COC(=O)C1CCN(C(=O)c2ccc(NC(C)=O)cc2)CC1	-23	11	-17	-18	-3	1	-5	-9	4
CCN(CCCNC(=O)C1CCN(S(=O)(=O)N2CCC3(CC2)OCCO3)CC1)c1ccccc1	-29	3	5	-21	0	2.8	-8	-8[fluorescence artefact?]	6
Cc1ccc(NC(=O)CCn2c(=O)oc3ccccc32)cc1	-30	9	35	13	-1	-0.2	-14	11	11
N#Cc1ccccc1Sc1ccccc1C(=O)N1CCOCC1	-10	20	-11	-5	-1	-1.6	-4	-5	1
CCOC(=O)CNC(=O)c1c2c(nc3ccccc13)CCCC2	-41	-28	-22	1	-4	2.3	8	nt	-10
Cc1cccc(NC(=O)c2onc3c2CCCC3)c1C	-1	-16	8	10	-4	-0.21	-2	nt	4
Cc1ccc(C(=O)NC2CCS(=O)(=O)C2)cc1S(=O)(=O)N1CCCCC1 (configuration not stated)	-5	-3	-11	8	2	0.2	-8	9	3
COc1cccc(NC(=O)Cc2ccc(C)cc2)c1	-6	4	3	14	-1	0.07	-2	-3	-1
O=C(Cn1cnc2cc([N+](=O)[O-])ccc2c1=O)Nc1ccc2c(c1)CCC2	-1	-3	-14	-18	3	0.06	-2	nt	1
CC1CCN(C(c2ccc(N(C)C)cc2)c2nnnn2Cc2ccc(F)cc2)CC1 (configuration not stated)	-30	-16	-25	-13	2	-0.71	5	28[fluorescence artefact?]	-6
O=C(O)Cn1ncc2c1-c1ccoc1CC2	-34	20	8	-29	-7	nt	5	5	-5
COc1cc(S(=O)(=O)N2CCCC3(CCCCC3)C2)ccc1-n1cnnn1	nt	4	12	-18	2	0.29	-4	nt	2
O=C(NCc1ccccc1F)c1cccs1	0	12	-22	-35	0	1.7	11	7	-17
COc1ccc(CNC(=O)C2CSCCS2)cc1 (configuration not stated)	-2	13	23	2	0	-0.16	8	-9	-10
COc1ccc(CNC(=O)C(C)N(Cc2ccco2)C(=O)c2snc(C(N)=O)c2N)cc1 (configuration not stated)	-16	2	-5	-18	11	-1.4	-2	6	2
CCN1C(=O)/C(=C\N(C)C)c2ccccc21	-2	-4	-7	-12	1	-0.07	-4	-10	0
COc1cccc(C(=O)N(Cc2cc3cc(C)ccc3[nH]c2=O)C(C)C)c1	36	7	4	-16	5	-1	-7	-2	5
O=C1C(=O)N(CCN2CCOCC2)C(c2ccccn2)/C1=C(/O)c1ccc(F)cc1 (configuration not stated)	-22	12	11	-29	-6	0.15	-5	-7[fluorescence artefact?]	4
Cc1ccccc1Cn1cnc2c(cnn2C(C)(C)C)c1=O	-59	-28	-10	-10	-1	-1	14	nt	-16
N#CC1=C2SCN(Cc3ccco3)CN2C(=O)CC1c1c(F)cccc1Cl (configuration not stated)	-16	-4	3	-2	11	nt	-6	-12[fluorescence artefact?]	3
CN(C)S(=O)(=O)c1ccc(S(=O)(=O)N(CC(=O)Nc2ccccc2)CC2CCCO2)cc1 (configuration not stated)	-25	5	6	4	-3	0.03	-3	-2	2
CC(=O)Nc1ccc(NC(=O)c2sc3nc4c(c(-c5ccc(C)cc5)c3c2N)CCC4)cc1	-10	8	4	-3	-110	nt	1	-22[fluorescence artefact?]	-2
Cc1ccc(NC(=S)NCCN2CCOCC2)cc1	-14	-8	18	-22	1	0.66	8	nt	-4
CCCC1(c2ccccc2)NC(=O)N(CC(=O)c2[nH]c(C)c(C(=O)OCC)c2C)C1=O (configuration not stated)	-9	-27	26	-67	1	-1.8	12	nt	-13
CC(C)(C)c1cc(C(=O)Nc2ccccc2)ccn1	-21	8	0	-54	3	-0.73	4	-4	-11
NNC(=O)c1nnn(-c2nonc2N)c1-c1cccs1	4	6	-12	-13	-3	0.08	-4	-1	6
N/C(=N\OS(=O)(=O)c1ccc(Cl)cc1)c1ccncc1	13	-3	-4	1	1	0	-3	4[fluorescence artefact?]	5
CC(C)Cc1ccc(S(=O)(=O)N2CCCC2)cc1	-34	23	13	1	0	-1.3	7	0	-9
Cc1noc(C)c1S(=O)(=O)N(CC(=O)N1CCc2ccccc21)c1ccc(C(C)C)cc1	-15	27	-6	11	-1	nt	-3	-6	2
CCCC(=O)Nc1nnc(SCC(=O)NCc2cccs2)s1	-11	-2	4	-6	-3	0.5	4	21	-3
COCCn1c(N)c(S(=O)(=O)c2cccs2)c2nc3ccccc3nc21	-2	3	-21	-60	1	-0.5	2	-5	-2
Cc1nn(Cc2ccc(F)cc2)c(C)c1NC(=O)c1noc2c1CCc1ccccc1-2	-5	-6	3	-36	-1	nt	7	1	-7
Cc1ccc2c(CC(=O)OCc3nc(N)nc(Nc4ccccc4C)n3)coc2c1	nt	nt	-16	-30	-5	-1.6	7	-7	-8
Cc1cc(Cl)c(S(=O)(=O)Nc2ccon2)cc1OCC(=O)NC1CCCCC1	-24	12	11	-3	8	-0.9	7	0	-8
Cc1cc(Nc2ccccc2)nn1C(=O)c1ccc(Cl)cc1	-9	19	nt	2	1	nt	5	9[fluorescence artefact?]	-5
O=C(CSc1nc2ccccc2nc1SCC(=O)N1CCCCC1)N1CCCCC1	-4	11	5	-25	2	-1.1	-1	nt	-1
CCCc1cc(=O)[nH]c(SCC(=O)N(C)Cc2ccccc2)n1	-18	7	-38	-127	-4	-0.15	7	-6	-8
Cn1ccnc1C(=O)c1cc(=O)c2ccccc2o1	-17	-8	-8	4	2	0.49	0	2[fluorescence artefact?]	-4
Carrying on.
SMILES	TNFa cytotox	VCAM1 TNFa inh	F-actin modifier	HUVEC tox IL1B	FAK inh	PTK2B oligo ant	PTPN22 act	ERa coact inh	LYP inh 2
CC1Cc2ccccc2N1C(=O)C12CCC(C)(C(=O)C1)C2(C)C (configuration not stated)	-25	15	34	0	0	-0.29	-3	-7	-1
CCc1ccc2oc(=O)cc(CN3CCOCC3)c2c1	-13	-9	-9	-3	-2	-1.3	4	-7	-6
CCOCCCNC(=O)CCSc1ccc(C)cc1	-10	-14	8	12	-2	0.7	6	-7	-4
CC1CCCCN1C(=O)CSc1nc(C2CC2)nc2c1cnn2-c1ccccc1 (configuration not stated)	-8	22	-29	-13	-3	-0.43	6	nt	-2
Cc1ccc(NC(=O)c2ccc(CN3CCc4ccccc4C3)cc2)cc1	-5	12	-6	-43	1	0.46	0	nt	2
Cc1cc(C)c(C#N)c(Sc2nnnn2-c2ccccc2)n1	-16	1	-7	-58	1	nt	-3	9	3
CCCOc1ccccc1C1CC(=O)NC(C)=C1C(=O)OCC(C)C (configuration not stated)	-16	-9	0	7	-1	-2.1	-7	-12	6
Cc1cc(C)nc(SCc2nc3nc(C)cc(C)n3c2Br)n1	-8	4	-14	23	3	1.3	0	6	0
O=C(CSc1nnc(-c2ccccc2)c(-c2ccccc2)n1)N1CCc2ccccc21	0	-3	-7	-42	6	-2.2	-6	nt	9
CC1CCC(NC(=O)C2CCN(c3cnccn3)CC2)CC1 (configuration not stated)	-6	20	0	-13	2	0.74	-4	-8	8
O=C1c2oc3ccc(Br)cc3c(=O)c2C(c2cccc(F)c2)N1CCO (configuration not stated)	6	-6	7	46	9	-1.1	-1	25	0
CCCC12CN3CC(C)(CN(C1)C3c1ccc(OC(C)C)cc1)C2=O (configuration not stated)	-15	8	-31	-12	1	-0.12	11	0	-14

Next part; the last 2 above are carried over.
SMILES	TNFa cytotox	VCAM1 TNFa inh	F-actin modifier	HUVEC tox IL1B	FAK inh	PTK2B oligo ant	PTPN22 act	ERa coact inh	LYP inh 2
O=C1c2oc3ccc(Br)cc3c(=O)c2C(c2cccc(F)c2)N1CCO (configuration not stated)	6	-6	7	46	9	-1.1	-1	25	0
CCCC12CN3CC(C)(CN(C1)C3c1ccc(OC(C)C)cc1)C2=O (configuration not stated)	-15	8	-31	-12	1	-0.12	11	0	-14
Cc1nn(-c2ccccc2)c2sc(C(=O)N(Cc3ccco3)C(C)C(=O)NC(C)(C)C)cc12 (configuration not stated)	-16	2	59	19	2	-0.9	-7	-4	5
COc1ccc(NC(=O)Nc2ccc(OCC(=O)N3CCOCC3)cc2)cc1OC	-5	14	37	7	1	0.15	2	-2	-3
CCOC(=O)C1CCCN(Cc2nc(N)nc(Nc3ccccc3)n2)C1 (configuration not stated)	-8	8	3	-37	-3	0.35	-3	-68	-2
CC(C)Cn1c(-c2csc3c2CCCC3)n[nH]c1=S	4	7	4	-12	-5	-0.68	10	nt	-7

Part of the list above, with bars between the fields:
Molecule | TNFa cytotox | VCAM1 TNFa inh | F-actin modifier | HUVEC tox IL1B | FAK inh | PTK2B oligo ant | PTPN22 act | ERa coact inh | LYP inh 2
COc1cc(S(=O)(=O)N2CCCC3(CCCCC3)C2)ccc1-n1cnnn1 | nt | 4 | 12 | -18 | 2 | 0.29 | -4 | nt | 2
CCC(C)(C)NC(=O)C(OC(=O)c1ccco1)c1ccccc1OC (configuration not stated) | -6 | -8 | -22 | 8 | 1 | 0.77 | -18 | 6 | 20
